# Bcl-xL primary = Bcl-xL (human) inhibition; 320,000 compounds, 0.7% hits; Q07817; GST-Bcl-xL / FITC-Bim BH3 peptide fluorescence polarization; AID 2129; inhibition, % at 10.9 µM;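 active means inhibition above the mean of all tested compounds plus 3 SD, cutoff set per campaign, cut at about 30% in these data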;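 further: 0% = DMSO wells and 100% = unlabeled Bim-BH3 peptide competitor; inhibitors lower millipolarization by displacing the labeled peptide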
# Target sequence (Q07817 whole entry, looked up): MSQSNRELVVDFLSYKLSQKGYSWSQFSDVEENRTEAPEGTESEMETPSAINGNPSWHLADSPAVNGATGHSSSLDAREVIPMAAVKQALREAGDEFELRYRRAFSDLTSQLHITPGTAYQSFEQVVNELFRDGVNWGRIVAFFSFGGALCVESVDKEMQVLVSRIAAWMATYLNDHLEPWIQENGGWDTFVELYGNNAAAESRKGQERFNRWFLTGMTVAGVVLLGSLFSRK
# MCL1-BIM inh = inhibitors of human MCL1 binding to BIM-BH3 peptide | Q07820 | GST-MCL1 / FITC-Bim-BH3 fluorescence polarization | inhibition, % at 10.9 µM | 320,000 compounds, 0.68% hits;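 active means inhibition above the mean inhibition of all tested compounds plus 3 SD, set per campaign, cut at about 40% in these data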;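 further: 0% = DMSO wells and 100% = unlabeled Bim-BH3 peptide control; higher means more loss of mP so more displacement of Bim peptide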
# GLD-1 TGE inh = GLD-1-TGE RNA interaction inhibition (C. elegans); Q17339; purified GLD-1 + fluorescein TGE RNA, fluorescence polarization; inhibition, % at 5.96 µM; 320,000 compounds, 0.44% hits; AID 2280;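 active means percent inhibition above a per-plate cutoff, the plate mean of test compounds plus 3 SD, cut at about 30% in these data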;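 further: 0% = DMSO wells with GLD-1 and probe and 100% = wells lacking GLD-1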
# Target sequence (Q17339 whole entry, looked up): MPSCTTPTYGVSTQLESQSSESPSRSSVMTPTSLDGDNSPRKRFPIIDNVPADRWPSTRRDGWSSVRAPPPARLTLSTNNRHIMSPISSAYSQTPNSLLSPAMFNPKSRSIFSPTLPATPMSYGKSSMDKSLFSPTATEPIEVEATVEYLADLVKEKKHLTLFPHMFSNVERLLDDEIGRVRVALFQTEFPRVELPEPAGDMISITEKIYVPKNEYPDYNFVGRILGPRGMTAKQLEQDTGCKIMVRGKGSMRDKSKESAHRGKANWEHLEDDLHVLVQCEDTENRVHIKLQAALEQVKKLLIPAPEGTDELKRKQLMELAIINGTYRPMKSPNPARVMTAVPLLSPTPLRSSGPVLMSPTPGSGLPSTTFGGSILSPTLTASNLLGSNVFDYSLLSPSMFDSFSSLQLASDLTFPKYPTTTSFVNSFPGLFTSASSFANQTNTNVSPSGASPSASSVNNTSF
# MEX-5 binding = C. elegans MEX-5 TCR-2 RNA binding activity; AID 1832; activity score (negative = inhibition of binding), % at 10 µM; Q9XUB2; 300,000 compounds, 0.38% hits; MEX-5/FITC-TCR2 RNA binding, fluorescence polarization; active compounds read low;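 active means inhibition past about -25% in most replicates, and total fluorescence under double the plate's negative control median, limit read from the data; inconclusive means replicates evenly split on the limit, or fluorescence at least double controls; inactive means too little inhibition in most replicates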;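 further: 0% = DMSO and -100% = 5 µM competing unlabeled TCR2 RNA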
# AHR act = activates the human aryl hydrocarbon receptor. 320,000 compounds, 2.5% hits. AHR-responsive luciferase reporter cells, luminescence. activation, % at 5 µM. P35869; in the data active means activation above about 47%;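 further: 0% = vehicle wells and 100% = reference agonist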
# Fam108B inh = counter-screen for RBBP9 inhibitors: inhibitors of mouse Fam108B; AID 1947; 300,000 compounds, 0.33% hits; recombinant Fam108B, FP-Rh probe fluorescence polarization; inhibition, % at 9.51 µM;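 active means inhibition above the screen mean inhibition plus 3 SD, computed separately per campaign, cut at about 18% in these data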;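 further: inhibitors lower polarization as less probe binds the enzyme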
# PAFAH1B2 inh = inhibitors of human PAFAH1B2 | recombinant PAFAH1B2, FP-rhodamine activity probe, fluorescence polarization | inhibition, % at 3.39 µM | 340,000 compounds, 1.2% hits;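 active means inhibition above the mean of all tested compounds plus 3 SD, cut at about 24% in these data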;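 further: 0% = enzyme with DMSO and 100% = wells lacking PAFAH1B2; many of its hits are not listed in these tables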
# Target sequence (P68402 whole entry, looked up): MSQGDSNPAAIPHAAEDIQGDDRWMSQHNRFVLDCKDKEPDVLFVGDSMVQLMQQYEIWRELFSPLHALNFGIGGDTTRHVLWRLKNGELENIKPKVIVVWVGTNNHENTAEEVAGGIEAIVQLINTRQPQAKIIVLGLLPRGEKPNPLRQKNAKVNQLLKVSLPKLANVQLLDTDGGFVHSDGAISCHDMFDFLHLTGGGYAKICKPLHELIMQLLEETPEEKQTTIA
# PME-1 primary = PME-1 (human) inhibition. Q9Y570. recombinant PME-1, FP-Rh probe fluorescence polarization. inhibition, % at 5.9 µM. 320,000 compounds, 0.53% hits. AID 2130;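 active means inhibition above the campaign mean of all compounds plus 3 SD, cut at about 26% in these data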;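 further: competitive labeling of PME-1 active site by serine hydrolase directed probe; 0% = PME-1 with DMSO and 100% = wells lacking PME-1 enzyme; inhibitors block probe labeling so polarization falls and inhibition rises; many of its hits are not listed in these tables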
# pPAFAH FP inh = pPAFAH (human) enzyme inhibition | inhibition, % at 3.39 µM | recombinant pPAFAH, FP-rhodamine probe fluorescence polarization | 330,000 compounds, 1.5% hits | AID 463082;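 active means inhibition above the mean inhibition across the screen plus 3 SD, cut at about 25% in these data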;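 further: inhibitors block binding of the rhodamine activity-based probe so polarization drops; 0% = enzyme with DMSO and 100% = wells lacking pPAFAH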
# An asterisk follows results filed as active; ? = inconclusive; nt = no result given. Not all compounds are listed; rates above refer to the full screens.
1	CN(CC1CCCN(CCc2ccc(F)cc2)C1)C(=O)CCC(F)(F)F (stereo unspecified)
2	Cc1ccc(S(=O)(=O)N2CCN(C(=O)CSc3nnc(-c4ccco4)o3)CC2)cc1
3	Cc1ccc(SCCNC(=S)Nc2ccc(C)cc2C)cc1
4	O=S(=O)(c1ccc2oc3ccccc3c2c1)N1CCCC1
5	C=CCSc1nc2ccsc2c(=O)n1-c1ccccc1
6	COc1ccc(CC(CC(=O)O)C(=O)Nc2ccccc2)cc1 (stereo unspecified)
entry no.,1,2,3,4,5,6
Bcl-xL primary,-3,8,-1,-4,4,14
MCL1-BIM inh,20,5,6,-7,2,-2
GLD-1 TGE inh,-4,-1,12,11,6,-2
MEX-5 binding,2.3,nt,1.7,-0.2,-0.5,2.0
AHR act,-1,-3,4,6,-2,2
Fam108B inh,9,-3,-5,-4,-3,-4
PAFAH1B2 inh,-6,9,6,4,5,3
PME-1 primary,0,12,5,-2,5,2
pPAFAH FP inh,0,2,-2,8,5,3

7	CCCCc1nc(SCCOC)c2c(=O)n(C)c(=O)n(C)c2n1
8	CCNc1nc(NC(C)(C)C)nc(N(C#N)CC)n1
9	CCn1cc(C(=O)O)c(=O)c2cc(F)c(N3CCN(C(=S)NC(=O)c4ccccc4Br)CC3)cc21
10	CC(Oc1ccc(-c2ccccc2)c(F)c1)c1ccn(S(=O)(=O)c2ccc(F)cc2)n1 (stereo unspecified)
11	CC1CCCC(NC(=O)CCNC(=O)c2ccc([N+](=O)[O-])cc2)C1C (stereo unspecified)
12	CCOC(=O)c1ccc(Nc2nc(=O)c3cccnc3s2)cc1
entry no.,7,8,9,10,11,12
Bcl-xL primary,8,13,-2,5,1,6
MCL1-BIM inh,8,5,2,4,2,13
GLD-1 TGE inh,0,5,3,-6,-2,8
MEX-5 binding,0.8,0.7,4.2,0.3,-1.3,-1.3
AHR act,16,2,3,3,-1,-7
Fam108B inh,1,1,-6,-3,-1,4
PAFAH1B2 inh,4,1,1,6,2,2
PME-1 primary,-7,0,-12,-1,-3,-110
pPAFAH FP inh,2,2,-9,11,11,-2

13	CC(=O)Nc1cc(C(=O)N2CCc3ccccc3C2)ccc1Sc1ccc(Cl)cc1
14	COC(=O)c1c(C(=O)OC)c(-c2cccc(Cl)c2)n2c1CS(=O)(=O)C2
15	CCCCSc1nnc(-c2cc(Br)ccc2N)c(=O)[nH]1
16	COc1ccc(N(C(=O)c2ccco2)C(C(=O)NC2CCCC2)c2ccncc2)cc1 (stereo unspecified)
17	O=C(OCc1nnc(-c2ccccc2)o1)c1ccc2c(c1)OCO2
18	N#C/C(=C\c1ccc(F)c(Br)c1)C(=O)NC1CC1
entry no.,13,14,15,16,17,18
Bcl-xL primary,1,2,2,3,9,7
MCL1-BIM inh,-8,1,10,3,6,1
GLD-1 TGE inh,-1,8,4,-3,-8,7
MEX-5 binding,-1.2,0.5,0.5,-1.9,0.3,0.0
AHR act,3,2,9,1,10,2
Fam108B inh,0,4,-2,-2,2,0
PAFAH1B2 inh,3,0,11,2,2,7
PME-1 primary,0,5,0,1,1,-1
pPAFAH FP inh,4,1,4,-1,3,1

19	Cc1ccc(S(=O)(=O)N2CCOCC2)cc1C(=O)NCc1ccccn1
20	Cc1cc(C)n2[nH]c(=O)c(N=Nc3cccc(Cl)c3)c2n1
21	CCOc1cc(/C=N/NC(=O)CN2CCCCC2)ccc1OCc1ccccc1
22	CC1(C)Cc2cccc(Oc3ccc(S(=O)(=O)N4CCCC4)cn3)c2O1
23	O=C(NCC(c1ccco1)N1CCCC1)c1ccccc1F (stereo unspecified)
24	Cc1ccccc1NC(=S)N(Cc1cccnc1)Cc1ccco1
entry no.,19,20,21,22,23,24
Bcl-xL primary,6,5,-2,2,4,7
MCL1-BIM inh,3,4,-4,3,8,4
GLD-1 TGE inh,1,6,4,-8,2,4
MEX-5 binding,nt,?,2.1,-0.4,0.4,-0.6
AHR act,0,10,16,10,0,0
Fam108B inh,nt,5,0,-3,-2,1
PAFAH1B2 inh,1,4,0,8,1,3
PME-1 primary,-9,5,1,2,-2,-6
pPAFAH FP inh,-3,4,5,2,1,1

25	COc1ccc(-c2cc(C(=O)N/N=C/c3sccc3C)c3ccccc3n2)c(OC)c1
26	C[C@H](CO)N1C[C@H](C)[C@@H](CN(C)Cc2ccc(-c3ccccc3)cc2)Oc2c(NC(=O)Nc3ccc(C(F)(F)F)cc3)cccc2C1=O
27	O=C(NC(=S)N1CCc2ccccc21)c1ccccc1
28	COc1ccc(/C=N/n2cnnc2)cc1COc1ccccn1
29	CC(OC(=O)CCCOc1ccccc1)C(=O)Nc1ccc(Cl)cn1 (stereo unspecified)
30	COCCNC(=O)C(c1ccc(C)cc1)N(C(=O)C(=O)NC1CCCC1)c1ccc2c(c1)OCCO2 (stereo unspecified)
entry no.,25,26,27,28,29,30
Bcl-xL primary,6,nt,1,2,0,9
MCL1-BIM inh,4,nt,-3,2,0,3
GLD-1 TGE inh,0,4,3,-6,7,0
MEX-5 binding,3.1,nt,-0.2,0.9,2.4,0.5
AHR act,4,22,16,2,1,1
Fam108B inh,-12,nt,-1,4,2,-3
PAFAH1B2 inh,2,-2,4,6,8,2
PME-1 primary,-13,nt,-3,0,2,2
pPAFAH FP inh,-6,-2,-6,5,5,5

31	Nc1nc(CN2CCN(C(=O)c3ccco3)CC2)nc(Nc2cccc(Cl)c2)n1
32	O=C(NCc1ccncc1)Nc1ccc(F)cc1
33	N#C/C(=C(/O)COC(=O)c1ccc(C#N)cc1)c1nc2ccccc2s1
34	CN(CC(=O)Nc1sccc1C#N)C1CCCCC1
35	COc1ccc(/C=N/NC(=O)CNc2c(Br)cc(C)cc2Br)c(C(=O)O)c1OC
36	COc1ccc(NC2=C(C(C)=O)C(c3ccc(N(C)C)cc3)C(C(C)=O)C(C)(O)C2)cc1 (stereo unspecified)
entry no.,31,32,33,34,35,36
Bcl-xL primary,0,5,8,61*,2,7
MCL1-BIM inh,0,1,6,112*,7,2
GLD-1 TGE inh,6,7,6,62*,-3,11
MEX-5 binding,nt,-2.3,3.2,-4.6,-2.3,-1.9
AHR act,2,1,122*,16,4,2
Fam108B inh,-10,-3,6,11,-2,2
PAFAH1B2 inh,4,1,6,2,1,4
PME-1 primary,-1,1,14,-10,-4,-4
pPAFAH FP inh,3,3,25*,17,4,0

# Just MCL1-BIM inh, PME-1 primary and Bcl-xL primary (3 entries from above):
nr | SMILES | MCL1-BIM inh | PME-1 primary | Bcl-xL primary
33 | N#C/C(=C(/O)COC(=O)c1ccc(C#N)cc1)c1nc2ccccc2s1 | 6 | 14 | 8
35 | COc1ccc(/C=N/NC(=O)CNc2c(Br)cc(C)cc2Br)c(C(=O)O)c1OC | 7 | -4 | 2
34 | CN(CC(=O)Nc1sccc1C#N)C1CCCCC1 | 112* | -10 | 61*

# Next part
37	O=C(Nc1c(Cl)ccc2nsnc12)c1ccco1
38	CCOC(=O)N1CCN(Cc2c(NC(=O)c3ccco3)sc(C)c2C)CC1
39	Cc1ccc(S(=O)(=O)N2CCCCC2)cc1NC(=O)CSc1nc(N)cc(=O)[nH]1
40	O=C1CCCC2=C1Sc1ccc(Cl)cc1N2
41	C#CC(C)OC(=O)C(C)NC(=O)c1ccccc1 (stereo unspecified)
42	c1ccc(-c2noc(CN3CCN(c4ccccc4)CC3)n2)cc1
entry no.,37,38,39,40,41,42
Bcl-xL primary,-1,6,nt,69*,1,5
MCL1-BIM inh,1,4,nt,77*,-9,6
GLD-1 TGE inh,1,4,5,50*,0,5
MEX-5 binding,1.4,4.5,nt,?,2.8,-0.9
AHR act,26,1,-2,44,-2,2
Fam108B inh,6,7,nt,2,0,-6
PAFAH1B2 inh,0,0,0,7,-1,9
PME-1 primary,1,2,nt,10,1,-2
pPAFAH FP inh,4,3,1,11,2,0

43	Cc1ccc(-c2nc(CS(=O)CC(=O)NCCN3CCOCC3)c(C)o2)cc1 (stereo unspecified)
44	Cc1ccc2c(c1)CCCN2CC(=O)Nc1cccc(S(=O)(=O)N2CCCC2)c1
45	Cc1ccnc2nc(C(=O)OCC(=O)NCCc3ccc(Cl)cc3)nn12
46	COc1ccc(C2(C(=O)Nc3ccc(S(=O)(=O)Nc4nc(C)cc(C)n4)cc3)CCCC2)cc1OC
47	CC(C(=O)O)N1C(=O)C2C3c4ccccc4C(c4ccccc43)[C@@H]2C1=O (stereo partly specified)
48	CC(C)CCNC(=O)C1CCN(c2nc3ccccc3o2)CC1
entry no.,43,44,45,46,47,48
Bcl-xL primary,8,7,-9,2,1,-1
MCL1-BIM inh,3,4,-21,1,1,10
GLD-1 TGE inh,6,-36,7,-4,-9,-5
MEX-5 binding,2.0,nt,-0.6,-1.6,0.6,-1.7
AHR act,4,23,-3,1,1,1
Fam108B inh,3,nt,2,1,3,-3
PAFAH1B2 inh,6,-1,7,0,6,-3
PME-1 primary,-1,-4,3,1,-1,2
pPAFAH FP inh,1,-7,0,-1,-2,0

49	O=C(Nc1cccnc1)c1ccccc1Oc1ccccc1
50	COc1ccc(N=Nc2ccc3ccccc3c2)c(O)c1
51	COc1ccc(NC(=O)c2ccc(-n3cccn3)nc2)cc1
52	COCCNC(=O)c1c(N)n(/N=C/c2cccs2)c2nc3ccccc3nc12
53	Cc1noc(C)c1COC(=O)c1cccc(S(=O)(=O)N2c3ccccc3CC2C)c1 (stereo unspecified)
54	COC(=O)c1cn(NC(=O)COc2ccc(Cl)cc2)c(=O)c2ccccc12
entry no.,49,50,51,52,53,54
Bcl-xL primary,8,2,-1,-1,-4,2
MCL1-BIM inh,-2,-2,-4,3,-4,3
GLD-1 TGE inh,0,-3,-5,-2,3,1
MEX-5 binding,-2.8,-0.9,1.8,0.2,-7.0,nt
AHR act,16,49*,-8,50*,4,0
Fam108B inh,1,-1,-1,0,-1,-2
PAFAH1B2 inh,2,2,-1,0,8,6
PME-1 primary,0,1,-2,4,1,-3
pPAFAH FP inh,4,0,3,4,7,2

55	Cc1ccc2cc(S(=O)(=O)NCCCN3CCOCC3)ccc2c1
56	O=C(NCCCO)c1nc2ccccc2s1
57	CCN1CCN(c2c(Cl)cccc2NC(=O)c2ccc([N+](=O)[O-])o2)CC1
58	CN(C)CCCNC(=S)N(CCO)Cc1cc2cc3c(cc2[nH]c1=O)OCO3
59	COc1cccc(S(=O)(=O)NCc2ccc(C(=O)NCc3ccco3)cc2)c1
60	COc1ccc(O)c(-c2c(-c3ccc(Cl)cc3)n[nH]c2C)c1
61	CC(C)(C)C(=O)Oc1ccc2cc(-c3ccc4ccccc4n3)c(=O)oc2c1
62	CCSc1ccc(-c2cccc([N+](=O)[O-])c2)nn1
63	CC(C)N(C(=O)Cn1cc(S(=O)(=O)CC(=O)Nc2ccccc2)c2ccccc21)C(C)C
entry no.,55,56,57,58,59,60,61,62,63
Bcl-xL primary,4,6,9,9,6,7,6,4,2
MCL1-BIM inh,3,4,3,14,8,2,-2,1,4
GLD-1 TGE inh,-5,-5,5,-2,1,-3,-4,0,-1
MEX-5 binding,-1.8,-0.3,-2.1,0.5,-1.7,-0.3,-0.1,-0.7,4.8
AHR act,1,8,-4,3,2,2,8,4,3
Fam108B inh,2,-1,4,2,-2,2,1,-1,2
PAFAH1B2 inh,10,2,4,2,5,1,-5,2,4
PME-1 primary,5,2,4,1,1,3,-6,-5,-3
pPAFAH FP inh,5,0,-4,5,17,2,7,2,1

# Compound activity: PubChem, several laboratories
